TAG inh = inhibitors of triacylglycerol accumulation, primary screen, cell-based, uHTS, fluorescence, H9c2. inhibition, % at 12.5 µM. H9c2 cells, Nile Red lipid (TAG) fluorescence; cells loaded with 200 µM oleic acid. 0.66% of 230,000 active;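 active means pattern-corrected inhibition of lipid staining of at least 50% with the nuclear-stain viability signal not falling by more than 50%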;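 further: 0% = DMSO wells and 100% = triacsin C control wells; some results filed as inactive read as strong as hits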
TAG inh DAPI viability = second read-out of TAG inh, no call of its own (marks repeat the call); DAPI nuclei signal change (viability), lower = more cytotoxic, %;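 whole-well DAPI fluorescence read on a plate reader as a viability signal; minus 50 percent equals half of cells still viable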
* hit, by the source's call. Not all compounds are listed; count on the stated rates, not on these rows.

For Nc1nc(-c2ccc(S(=O)(=O)N3CCCCC3)cc2)cs1 the results were TAG inh -11 and TAG inh DAPI viability 25.
`Cc1cccc(N2NC(=O)/C(=C/c3ccc(-c4ccc(Cl)c(C(=O)O)c4)o3)C2=O)c1` gave TAG inh 4 and TAG inh DAPI viability -3.
O=C(CN1C(=O)C2CC=CCC2C1=O)Nc1cc(C(F)(F)F)ccc1N1CCCC1 (configuration not stated) was read as TAG inh 7 and TAG inh DAPI viability 29.
Screening O=C(c1ccccn1)N1CCN(S(=O)(=O)c2ccccc2)CC1 returned TAG inh -1 and TAG inh DAPI viability 0.
For CC(=O)Nc1cccc(-c2nc3ccccc3s2)c1C the results were TAG inh -7 and TAG inh DAPI viability 5.
For CC(C)(C)NC(=O)Cc1ccc(S(=O)(=O)N2CCCC2)s1 the results were TAG inh 11 and TAG inh DAPI viability -10.
For CC1(c2ccccc2)NC(=O)N(CC(=O)Nc2ccc3c(c2)OCO3)C1=O (configuration not stated) the results were TAG inh -32 and TAG inh DAPI viability 1.
COc1cc(C(=O)NC(=S)Nc2ccc3ccccc3c2)cc(OC)c1OC was read as TAG inh -1 and TAG inh DAPI viability -3.
For Cc1cc(C)n(-c2nc(-c3ccc(Cl)c(Cl)c3)cs2)n1 the results were TAG inh -21 and TAG inh DAPI viability 2.
For COc1cccc(C(=O)NCC2CCCN2S(=O)(=O)c2cccs2)c1 (configuration not stated) the results were TAG inh -34 and TAG inh DAPI viability 4.
Cc1cc(-c2ccc(Br)cc2)n2nc(C)cc2n1 was read as TAG inh -6 and TAG inh DAPI viability 4.
Screening CC(=O)C1=C(C)N(Cc2ccccc2)C(=O)N[C@H]1c1cccc(F)c1 returned TAG inh -21 and TAG inh DAPI viability -1.
CCCc1c(OCCCOc2ccc(OCC(=O)O)cc2)ccc(C(C)=O)c1O was read as TAG inh -4 and TAG inh DAPI viability 1.
`Cc1cc(C)c2c(=O)c(C#N)coc2c1` gave TAG inh 8 and TAG inh DAPI viability -5.
CCC1=NN(C(=O)C(=O)Nc2ccc(Br)cc2)C(O)(C(F)(F)F)C1 (configuration not stated) was read as TAG inh -9 and TAG inh DAPI viability -3.

Quoted at random: two records from the list
For CC1(c2ccccc2)NC(=O)N(CC(=O)Nc2ccc3c(c2)OCO3)C1=O (configuration not stated) the results were TAG inh -32 and TAG inh DAPI viability 1.
`Cc1cccc(N2NC(=O)/C(=C/c3ccc(-c4ccc(Cl)c(C(=O)O)c4)o3)C2=O)c1` gave TAG inh 4 and TAG inh DAPI viability -3.

Later entries:
O=C(NCc1cccnc1)C(=O)NCC1CCCO1 (configuration not stated) was read as TAG inh 14 and TAG inh DAPI viability -13.
O=C(CCN1C(=O)C2C3CCC(C3)C2C1=O)OCC(=O)c1ccc(Br)cc1 (configuration not stated) was read as TAG inh 8 and TAG inh DAPI viability 1.
Screening CCNC(=S)Nc1ccc2c(c1)c(=O)n(C)n2Cc1ccc(Cl)cc1 returned TAG inh 10 and TAG inh DAPI viability 34.
Screening CCOC(=O)C1c2cccc(O)c2CCN1C(C)=O (configuration not stated) returned TAG inh -2 and TAG inh DAPI viability 4.
O=C(CSc1nnc(-c2ccncc2)o1)N1CCCCCC1 was read as TAG inh -7 and TAG inh DAPI viability 1.
`Cc1ccc(-c2nc(CN(C)Cc3cccc4cnccc34)c(C)o2)s1` gave TAG inh -32 and TAG inh DAPI viability 21.
Cc1ccc(-c2nc(CS(=O)(=O)CC(=O)NCc3cccc(F)c3)c(C)o2)cc1 was read as TAG inh -3 and TAG inh DAPI viability -4.
CCOC(=O)C1=C(C)NC(=S)NC1c1ccco1 (configuration not stated) was read as TAG inh 0 and TAG inh DAPI viability -1.
Screening c1ccc(-c2nnsc2-c2ncc[nH]2)cc1 returned TAG inh -12 and TAG inh DAPI viability 4.
`CCOC(=O)c1ccc(N2CCN(C(C)=O)CC2)c(NC(=O)c2cccnc2)c1` gave TAG inh 14 and TAG inh DAPI viability 3.
For Cc1oc(-c2ccccc2F)nc1CS(=O)(=O)CC(=O)NC1CCCC1 the results were TAG inh 3 and TAG inh DAPI viability -5.
For Cc1onc(-c2ccccc2)c1C(=O)Nc1ccccc1NC(=O)c1c(-c2ccccc2)noc1C the results were TAG inh 8 and TAG inh DAPI viability 1.
Screening NS(=O)(=O)c1ccc(NC(=S)Nc2ccc(C(=O)N3CCCCC3)cc2)cc1 returned TAG inh -10 and TAG inh DAPI viability 1.
`O=C(CSc1ccccc1)Nc1nccs1` gave TAG inh 5 and TAG inh DAPI viability -3.
Screening Fc1ccc(CSc2nnc(-c3ccco3)o2)cc1 returned TAG inh -12 and TAG inh DAPI viability 7.
For Brc1ccc(-c2noc(CCc3ccccc3)n2)o1 the results were TAG inh -17 and TAG inh DAPI viability -1.
Screening Cc1ccc(CNC(=O)C2CCN(S(=O)(=O)c3c(C)noc3/C=C/c3ccco3)CC2)cc1 returned TAG inh -37 and TAG inh DAPI viability -9.
For O=C(O)c1ccccc1-c1ccccc1C(=O)Nc1nc2ccccc2s1 the results were TAG inh 11 and TAG inh DAPI viability -7.
CCCc1cc(=O)[nH]c(SCC(=O)N(C)CC(=O)Nc2ccc(C)cc2)n1 was read as TAG inh -6 and TAG inh DAPI viability -5.
`FC(F)Oc1ccc(-c2csc(NNC3=NCCCCC3)n2)cc1` gave TAG inh 119* and TAG inh DAPI viability -9.5*.
`CC(C)(C)CC(=O)Nc1nnc(SCC(=O)NCc2cccs2)s1` gave TAG inh -5 and TAG inh DAPI viability 8.
Cc1ccc(C)c(OCCSc2nnc(C)c(=O)[nH]2)c1 was read as TAG inh 10 and TAG inh DAPI viability -6.
For NC1=NC[C@H](c2ccccc2)N1CC1CCCCC1 the results were TAG inh -11 and TAG inh DAPI viability 10.
For Cn1nc([N+](=O)[O-])nc1Sc1cccc2cccnc12 the results were TAG inh 105 and TAG inh DAPI viability -63.
For O=C(NCCc1ccccn1)c1ccc2nc(Cc3ccccc3F)oc2c1 the results were TAG inh 0 and TAG inh DAPI viability -9.
For Cc1nnsc1-c1c(C(=O)N2CCOCC2)c(C)nn1-c1ccc(Cl)cc1 the results were TAG inh 3 and TAG inh DAPI viability 1.
`CCOc1ccccc1OCCn1ncc2ccc(OC)c(OC)c2c1=O` gave TAG inh -7 and TAG inh DAPI viability 3.
`COc1ccc(C(=O)Nc2cc(C(F)(F)F)ccc2-n2cncn2)cc1` gave TAG inh 15 and TAG inh DAPI viability 3.
CCCCn1c(N)c(N(CC(C)C)C(=O)c2cc3c(s2)CCC3)c(=O)[nH]c1=O was read as TAG inh 2 and TAG inh DAPI viability -2.
COc1cccc(/C=N/NC(=O)c2cnccn2)c1O was read as TAG inh 54* and TAG inh DAPI viability -14*.
Screening Cc1nc(Nc2ccccc2)sc1C(=O)c1ccccc1 returned TAG inh -7 and TAG inh DAPI viability 1.
For Cc1ccccc1N(CC(=O)Nc1ccc(S(=O)(=O)N2CCOCC2)cc1)S(C)(=O)=O the results were TAG inh -13 and TAG inh DAPI viability 3.
For O=C1CC(N(O)C2CC(=O)N(Cc3ccccc3)C2=O)C(=O)N1Cc1ccccc1 (configuration not stated) the results were TAG inh -2 and TAG inh DAPI viability 6.
For COc1cccc(CN2CCC2(C)C(=O)NCc2cccc(C(F)(F)F)c2)c1OC (configuration not stated) the results were TAG inh 14 and TAG inh DAPI viability -2.
Screening CN(Cc1ccccc1)c1ncnc2[nH]ncc12 returned TAG inh 2 and TAG inh DAPI viability 5.
For O=C(C1CCN(C2CCN(Cc3cccc4c3OCO4)CC2)CC1)N1CCOCC1 the results were TAG inh 1 and TAG inh DAPI viability 3.
`O=C(OCC(=O)N(CCc1ccccc1)Cc1ccccc1)c1ccccc1[N+](=O)[O-]` gave TAG inh -6 and TAG inh DAPI viability -1.
`COc1cc(-c2n[nH]c(=O)o2)cc(OC)c1OC` gave TAG inh 31 and TAG inh DAPI viability -36.
For CCOC(=O)C1(Cc2ccccc2C)CCCN(C(=O)c2sccc2C)C1 (configuration not stated) the results were TAG inh -22 and TAG inh DAPI viability 1.
For COc1cc(CNc2ncc(-c3ccc(Br)cc3)n2C)cc(OC)c1O the results were TAG inh 13 and TAG inh DAPI viability -9.
Screening Cn1nc(-c2ccc(Cl)cc2)c2cc(C(=O)N3CCN(c4ccccn4)CC3)sc21 returned TAG inh -15 and TAG inh DAPI viability -6.
O=C1Oc2ccccc2C(=O)/C1=C\N1CCN(c2ccccc2)CC1 was read as TAG inh -3 and TAG inh DAPI viability 1.
Cc1noc(C)c1COc1ccc(C(=O)Nc2ccccn2)cc1 was read as TAG inh -3 and TAG inh DAPI viability 10.
For O=C(CSc1nc(-c2ccc(F)cc2)nc2c1Cc1ccccc1O2)Nc1cccc(C(=O)O)c1 the results were TAG inh 19 and TAG inh DAPI viability -13.
Screening C/C(=N\Nc1cc(C)nc(-c2ccccc2O)n1)c1ccccc1O returned TAG inh 31 and TAG inh DAPI viability -13.
For Cc1nc(N2CCC(C)CC2)c2c(C)c(C(=O)Nc3cc(F)ccc3C)sc2n1 the results were TAG inh 13 and TAG inh DAPI viability 0.
Screening Cc1cc(C)n2c(=S)[nH]nc2n1 returned TAG inh -26 and TAG inh DAPI viability 4.
Screening CCCSc1nnc2c(n1)OC(c1cccn1C)N(C(C)=O)c1ccccc1-2 (configuration not stated) returned TAG inh 11 and TAG inh DAPI viability -5.
`CC(Sc1nc2c([nH]c3ccccc32)c(=O)n1C)c1ccccc1` (configuration not stated) gave TAG inh -22 and TAG inh DAPI viability -8.
Screening CCN(CC)C(=O)CSC1=C(C#N)C(c2ccco2)C(C(=O)OCCOC)=C(C)N1 (configuration not stated) returned TAG inh -1 and TAG inh DAPI viability -6.
Screening COc1ccccc1CNCc1cccc(Oc2ccccc2)c1 returned TAG inh -13 and TAG inh DAPI viability 12.
For Cc1ccc(S(=O)(=O)NC(Cc2ccccc2)C(=O)O)cc1 (configuration not stated) the results were TAG inh -10 and TAG inh DAPI viability -10.
COc1ccccc1-n1c(Cc2cccs2)n[nH]c1=S was read as TAG inh 12 and TAG inh DAPI viability -2.
COc1ccc(C)cc1NC(=O)C(OC(=O)CNC(=O)c1ccc(Br)cc1)c1ccccc1 (configuration not stated) was read as TAG inh 5 and TAG inh DAPI viability -4.
Screening CN(CCc1ccccn1)Cc1ccc(Cl)c(Cl)c1 returned TAG inh -9 and TAG inh DAPI viability -1.
Screening CCCCn1c(N)c(N(CCOC)C(=O)c2ccc(Cl)c(S(=O)(=O)N3CCCC3)c2)c(=O)[nH]c1=O returned TAG inh 4 and TAG inh DAPI viability 1.
Screening COC(=O)c1[nH]c2c(c1C)C(=O)CC(c1ccc(C)cc1)C2 (configuration not stated) returned TAG inh -18 and TAG inh DAPI viability 3.
For O=C(O)COc1c(F)c(F)c(C(F)(F)F)c(F)c1F the results were TAG inh -11 and TAG inh DAPI viability 12.
`Cc1ccc(C)c(-n2cc(CN3CCNC(=O)CC3)c(-c3ccccc3)n2)c1` gave TAG inh -4 and TAG inh DAPI viability 9.
`O=C(O)CCCC(=O)Nc1ccc(OCc2nc3ccccc3s2)cc1` gave TAG inh -1 and TAG inh DAPI viability -4.

A run of entries taken from the entries so far, as a working copy:
Screening C/C(=N\Nc1cc(C)nc(-c2ccccc2O)n1)c1ccccc1O returned TAG inh 31 and TAG inh DAPI viability -13.
For Cc1nc(N2CCC(C)CC2)c2c(C)c(C(=O)Nc3cc(F)ccc3C)sc2n1 the results were TAG inh 13 and TAG inh DAPI viability 0.
Screening Cc1cc(C)n2c(=S)[nH]nc2n1 returned TAG inh -26 and TAG inh DAPI viability 4.
Screening CCCSc1nnc2c(n1)OC(c1cccn1C)N(C(C)=O)c1ccccc1-2 (configuration not stated) returned TAG inh 11 and TAG inh DAPI viability -5.
`CC(Sc1nc2c([nH]c3ccccc32)c(=O)n1C)c1ccccc1` (configuration not stated) gave TAG inh -22 and TAG inh DAPI viability -8.
Screening CCN(CC)C(=O)CSC1=C(C#N)C(c2ccco2)C(C(=O)OCCOC)=C(C)N1 (configuration not stated) returned TAG inh -1 and TAG inh DAPI viability -6.
Screening COc1ccccc1CNCc1cccc(Oc2ccccc2)c1 returned TAG inh -13 and TAG inh DAPI viability 12.
For Cc1ccc(S(=O)(=O)NC(Cc2ccccc2)C(=O)O)cc1 (configuration not stated) the results were TAG inh -10 and TAG inh DAPI viability -10.
COc1ccccc1-n1c(Cc2cccs2)n[nH]c1=S was read as TAG inh 12 and TAG inh DAPI viability -2.
COc1ccc(C)cc1NC(=O)C(OC(=O)CNC(=O)c1ccc(Br)cc1)c1ccccc1 (configuration not stated) was read as TAG inh 5 and TAG inh DAPI viability -4.
Screening CN(CCc1ccccn1)Cc1ccc(Cl)c(Cl)c1 returned TAG inh -9 and TAG inh DAPI viability -1.
Screening CCCCn1c(N)c(N(CCOC)C(=O)c2ccc(Cl)c(S(=O)(=O)N3CCCC3)c2)c(=O)[nH]c1=O returned TAG inh 4 and TAG inh DAPI viability 1.
Screening COC(=O)c1[nH]c2c(c1C)C(=O)CC(c1ccc(C)cc1)C2 (configuration not stated) returned TAG inh -18 and TAG inh DAPI viability 3.

Going on with the list:
Screening COc1ccc(F)cc1C(=O)C1CCCN(C(=O)c2ocnc2C)C1 (configuration not stated) returned TAG inh -19 and TAG inh DAPI viability 13.
For CCC(=O)c1ccc(OCC(=O)N2CCN(S(=O)(=O)c3ccc(Cl)s3)CC2)cc1 the results were TAG inh 14 and TAG inh DAPI viability 4.
Screening C/C(=N/N1CCN(Cc2ccccc2)CC1)c1ccc(Br)cc1 returned TAG inh -9 and TAG inh DAPI viability 1.
Screening CC1CN(C(=O)CCC(=O)NCCc2ccccc2)c2ccccc2O1 (configuration not stated) returned TAG inh -1 and TAG inh DAPI viability -4.
For Cc1cc(C)n(-c2ncc(C#N)cn2)n1 the results were TAG inh 7 and TAG inh DAPI viability 2.
`CS(=O)(=O)c1ccc(C(=O)NCc2ccc(F)cc2)cc1` gave TAG inh 11 and TAG inh DAPI viability -9.
O=C(c1ccccc1C(=O)N1CCN(c2ccccc2)CC1)N1CCN(c2ccccc2)CC1 was read as TAG inh 3 and TAG inh DAPI viability 17.
Screening COc1ccc(-c2nnc(SCC(=O)NC(C)c3ccccc3)o2)cc1OC (configuration not stated) returned TAG inh 18 and TAG inh DAPI viability -3.
